Furin inh: blocks human furin protease activity; P09958; purified furin, fluorogenic substrate cleavage; inhibition, % at 30 µM; 0.061% of 220,000 active; AID 463115; in the data active = inhibition above about 25%; also: inactives centre near -15
NCF1 inh: blocks human p47phox regulatory protein of NADPH oxidases. P14598. inhibition, % at 24.7 µM. p47phox/p22phox peptide binding, fluorescence polarization, 2 h. 0.53% of 220,000 active;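 active = inhibition above about 30%, limit read from the data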;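 also: 0% = p47phox with labelled peptide and 100% = labelled peptide alone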
RBBP9 inhibitor: human RBBP9 hydrolase inhibition. O75884. recombinant RBBP9, FP-Rh probe fluorescence polarization. inhibition, % at 7.94 µM. 0.2% of 220,000 active;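 active = inhibition above the campaign mean of all tested compounds plus 3 SD, cut at about 14% in these data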;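 also: plate controls were DMSO wells with RBBP9 for no effect and wells lacking RBBP9 protein for full effect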
Target sequence (O75884 whole entry, looked up): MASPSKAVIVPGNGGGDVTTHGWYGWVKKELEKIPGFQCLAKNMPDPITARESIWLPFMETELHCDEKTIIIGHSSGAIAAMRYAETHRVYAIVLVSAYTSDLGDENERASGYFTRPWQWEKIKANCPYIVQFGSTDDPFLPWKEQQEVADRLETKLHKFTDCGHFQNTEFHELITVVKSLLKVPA
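Assay system: recombinant human RBBP9; Reagent: Serine-hydrolase probe FP-Rh, 375 nM pre-mixing; Doses: 7.94 µM single dose, 0.794% DMSO; Incubation: 30 min then 45 min, 25 °C; Detection: fluorescence polarization (mP), excitation 525 nm, emission 598 nm; Evaluation: percent inhibition from mP, scaled between DMSO and no-protein wells.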
Calpain2 inh: calpain II (pig) inhibition; 0.37% of 220,000 active; AID 1236; purified calpain II, fluorogenic peptide substrate, 30 min; inhibition, % at 16 µM;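 active = inhibition above about 50%, limit read from the data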
p97 inhibitor: blocks human p97 ATPase activity. P55072. recombinant p97 ATPase, Kinase-Glo ATP luminescence, 3 h. inhibition, % at 8 µM. 0.42% of 220,000 active; in the data active = inhibition above about 15%;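 also: 0% = DMSO vehicle and 100% = wells lacking enzyme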
Target sequence (P55072 whole entry, looked up): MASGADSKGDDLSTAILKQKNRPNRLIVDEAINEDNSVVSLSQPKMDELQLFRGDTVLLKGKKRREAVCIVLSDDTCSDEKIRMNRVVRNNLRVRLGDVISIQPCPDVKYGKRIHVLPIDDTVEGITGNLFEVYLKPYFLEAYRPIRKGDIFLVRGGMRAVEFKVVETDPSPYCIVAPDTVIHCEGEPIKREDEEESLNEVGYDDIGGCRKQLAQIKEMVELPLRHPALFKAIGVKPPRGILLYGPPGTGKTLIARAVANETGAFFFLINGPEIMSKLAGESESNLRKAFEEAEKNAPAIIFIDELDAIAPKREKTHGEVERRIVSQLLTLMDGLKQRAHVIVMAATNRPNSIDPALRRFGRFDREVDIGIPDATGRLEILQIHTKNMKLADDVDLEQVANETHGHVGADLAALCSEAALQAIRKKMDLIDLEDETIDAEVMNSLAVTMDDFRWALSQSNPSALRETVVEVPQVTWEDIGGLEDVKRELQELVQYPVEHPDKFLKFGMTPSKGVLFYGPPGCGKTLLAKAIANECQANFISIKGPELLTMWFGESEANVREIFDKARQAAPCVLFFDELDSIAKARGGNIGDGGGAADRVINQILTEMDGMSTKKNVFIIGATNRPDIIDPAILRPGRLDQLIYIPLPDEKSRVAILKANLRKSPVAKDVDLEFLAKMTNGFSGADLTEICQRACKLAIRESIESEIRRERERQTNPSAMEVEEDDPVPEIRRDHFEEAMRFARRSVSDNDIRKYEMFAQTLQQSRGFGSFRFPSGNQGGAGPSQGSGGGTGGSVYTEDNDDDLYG
EBV gp42 block: blocks Epstein-Barr virus glycoprotein 42 binding; Q1HVG2; Fluorescence polarization binding assay, mP read-out; inhibition, % (tested at 21.74 µM); 0.42% of 220,000 active; AID 1085; in the data active = inhibition above about 50%
Tb hexokinase: blocks Trypanosoma brucei hexokinase 1 activity; recombinant TbHK1, G6PDH-coupled NADH A340; inhibition, % at 10 µM; 0.11% of 220,000 active; AID 1430;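 active = inhibition of 50% or more in the single-dose primary screen; inactive = inhibition below 50%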
Runt-CBFb FRET: blocks binding of human RUNX1 Runt domain to CBFb. Cerulean-Runt/Venus-CBFb FRET ratio 530/480, 1 h. 0.46% of 220,000 active. inhibition, % at 20 µM;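 active = inhibition over about 50% at 20 µM in the single-dose screen, limit read from the data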;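 also: 0% = DMSO wells and 100% = excess unlabeled CBFb competitor control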
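Buffer or medium: Tris pH 7.5 buffer with BSA. Assay system: Cerulean-labeled Runt domain protein. Amount: each fluorescent fusion protein 100 nM. Read-out basis: loss of energy transfer signal. Incubation: 1 h compound exposure, room temperature. Probe or stimulus: Venus-CBFb binding partner, 100 nM. Detection: FRET, excitation 422 nm, emission at 530 and 480 nm.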
Runt-SMMHC FRET: Runt domain-CBFb-SMMHC interaction inhibition; inhibition, % at 20 µM; 0.74% of 220,000 active; Cerulean-Runt/Venus-CBFb-SMMHC FRET ratio 530/480, 1 h; Q01196+Q13951;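 active = mean inhibition across duplicate retests at 20 µM reaching about 50%, limit read from the data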;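 also: 0% = DMSO wells and 100% = wells with excess untagged CBFb-SMMHC; inhibitors lower the FRET ratio by blocking Runt binding to CBFb-SMMHC; some results filed as inactive read as strong as hits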
An asterisk follows results filed as active; · = no result given; [ ] = dose if it differs, or a comment.

Start of the listing, in advance:
SMILES	Furin inh	NCF1 inh	RBBP9 inhibitor	Calpain2 inh	p97 inhibitor	EBV gp42 block	Tb hexokinase	Runt-CBFb FRET	Runt-SMMHC FRET
Cc1cc(C)cc(N(CC(=O)N2CC=C(c3ccccc3)CC2)S(=O)(=O)c2c(C)noc2C)c1	-6	-16	-13	37	-10	6	-11	-14	1
O=C(OCc1nnc(-c2ccccc2)o1)C1CC(=O)N(Cc2ccco2)C1 (stereo not given)	-7	10	-12	18	-7	-2	4	-1	6
Cc1ccc(CCP(=O)(O)CN2CCOCC2)cn1	-14[20 µM]	-4	18*	-20	4	3	0	-1	-3
CSc1cccc(NC(=O)C(C)C)c1	-16	-7	5	18	2	-18	-2	2	-2

All compounds of this part, from the first entry:
SMILES	Furin inh	NCF1 inh	RBBP9 inhibitor	Calpain2 inh	p97 inhibitor	EBV gp42 block	Tb hexokinase	Runt-CBFb FRET	Runt-SMMHC FRET
Cc1cc(C)cc(N(CC(=O)N2CC=C(c3ccccc3)CC2)S(=O)(=O)c2c(C)noc2C)c1	-6	-16	-13	37	-10	6	-11	-14	1
O=C(OCc1nnc(-c2ccccc2)o1)C1CC(=O)N(Cc2ccco2)C1 (stereo not given)	-7	10	-12	18	-7	-2	4	-1	6
Cc1ccc(CCP(=O)(O)CN2CCOCC2)cn1	-14[20 µM]	-4	18*	-20	4	3	0	-1	-3
CSc1cccc(NC(=O)C(C)C)c1	-16	-7	5	18	2	-18	-2	2	-2
CC1(C)C=C(c2ccc(C=O)s2)CC(C)(C)N1	-13[20 µM]	-4	-5	-3	5	-11	-39	2	5
COC(=O)c1cccc(NC(=O)CCc2ccccc2)c1	-22	0	-1	8	1	8	5	0	1
Cc1oc2ccccc2c1CNC(=O)N(C)C	-5	-18	-3	-5	6	-29	-14	2	-5
CCOC(=O)C(C)Oc1c(Br)cc(C2NC(=O)NC(C)=C2C(C)=O)cc1OCC (stereo not given)	-30[20 µM]	3	2	25	-1	0	-6	1	-3
CCOCCc1nnc(NC(=O)Cc2ccccc2)s1	-25[20 µM]	-4	-12	-28	1	-8	-1	2	4
CCSC(=Nc1ccccc1)Nc1ccccc1	-17	3	-5	18	-2	4	7	0	-1
CC1(C)Cc2c(c(N3CCOCC3)nc3sc4c(N5CCOCC5)nnnc4c23)CS1	-5[20 µM]	0	-4	-97	-2	-10	-12	-2	-4
O=C(COC(=O)Cc1cccs1)Nc1ccccc1Cl	-13	-4	-8	-15	-1	-6	3	-2	0
CCCCOc1ccc(C(=O)OC2CC(C)N(C)CC2C)cc1 (stereo not given)	-9[20 µM]	-30	-4	3	-9	-12	13	0	-1
CC(C)=CCN1CCN(C/C(Cl)=C/c2ccccc2)CC1CCO (stereo not given)	-18	3	-9	21	-6	8	-5	4	3
C=CCNC(=S)N1CCN(c2ncc3c(=O)c(C(=O)O)cn(CC)c3n2)CC1	-14[20 µM]	1	-10	-22	4	0	-20	1	-1
Brc1cccc2sc(N3CCCC3)nc12	-10	-1	0	-6	1	12	0	-1	0
NS(=O)(=O)c1ccc(NC(=O)C(=O)NCCC(=O)O)cc1	-15	-4	-5	-15	0	-3	-2	2	2
COC(=O)c1sccc1NC(=O)C1CCCCC1C(=O)O (stereo not given)	-21	-7	-5	-18	3	-3	-2	1	2
CC(C)c1ccccc1OCCNC(=O)c1cccnc1	-25	-8	-4	-9	1	-12	1	0	1
COc1ccccc1NC(=O)C(CC=C(Cl)Cl)C(C)=O (stereo not given)	-11[20 µM]	-10	-2	-9	5	-8	-5	1	0
Cc1ccccc1NC(=O)CCN1CCc2ccccc2C1	-30	1	-1	-13	4	0	1	2	-4
COc1ccc(N2C(=O)CN(Cc3ccc(OC)c(OC)c3)C2=S)cc1	-26	-6	-13	0	4	-9	3	0	1
CCOC(=O)Cn1c(-c2ccc(Cl)nc2)nc2ccccc21	-1[20 µM]	-16	-3	-25	3	-17	3	0	-1
CCOC(=O)/C(=N\Nc1cccc(Cl)c1)Sc1nnc(-c2ccc(OC)cc2)n1C	-20	1	-2	-22	1	-3	-8	-6	5
CN(C)CC(C)(C)CNC(=O)c1cc(Br)cc(Br)c1O	-30	-5	-5	-10	9	-9	-9	2	0

More entries.
SMILES	Furin inh	NCF1 inh	RBBP9 inhibitor	Calpain2 inh	p97 inhibitor	EBV gp42 block	Tb hexokinase	Runt-CBFb FRET	Runt-SMMHC FRET
O=C(c1cnccn1)N(c1ccccc1)C1(C(=O)NC2CCCC2)CCCCC1	-19[20 µM]	-11	-6	-42	0	-14	-8	3	-1
COc1ccccc1OCc1ccc(C(=O)N2CCOCC2)o1	-17	4	10	-11	0	-2	0	-1	1
CC(=O)c1ccc(N(C)C)cc1	-10[20 µM]	1	-6	-24	0	3	-37	3	2
COC(=O)CSc1nc(N)nc(C)c1Cl	-15	5	-4	-11	4	1	-7	-1	-5
CC(C)CC(C(=O)Oc1ccc2c3c(c(=O)oc2c1)CCC3)N1C(=O)c2ccccc2C1=O (stereo not given)	-22	-8	-7	-137	-3	-11	-13	2	8
O=C(CC1COc2ccccc2O1)Nc1ccccn1 (stereo not given)	-19[20 µM]	0	-10	-15	1	-6	4	0	-2
O=Cc1c(Sc2ccccn2)nc2ccccn2c1=O	-11[20 µM]	-1	2	5	2	-4	-13	2	-1
O=C(c1ccc(Cl)c(S(=O)(=O)N2CCCC2)c1)N1CCN(c2ccccn2)CC1	-16[20 µM]	-12	-2	-30	4	-24	-3	4	-5
O=C(COc1ccc(/C=N/NS(=O)(=O)c2ccccc2)cc1)Nc1cccc(Cl)c1	-32[20 µM]	-8	-1	11	2	4	-2	0	-1
Cc1ccsc1C(=O)OCC(=O)NC1CCS(=O)(=O)C1 (stereo not given)	-14	-2	-7	-1	-4	-2	2	·	4
Cc1ccc[n+](CC(=O)c2ccc(-c3ccccc3)cc2)c1	-21	-6	-8	0	-2	19	5	4	0
Cc1cccc(-n2ccnc2CN2CCN(C(C)C)C(CCO)C2)c1 (stereo not given)	-17	-8	-7	7	-1	-6	6	2	0
Cc1cccc(OCCC(=O)Nc2nnc(C)s2)c1	-21	-3	-13	-19	0	-2	-4	1	1
CCCn1c(SC(C(=O)Nc2cc(C)ccc2OC)c2ccccc2)nc2ccccc2c1=O (stereo not given)	1	-5	-3	-15	0	-8	-13	-1	1
Cn1c(=O)n(-c2ccccc2)c(=O)c2c3c(sc21)COC(C)(C)C3	-12	-11	-4	24	0	-11	-6	-1	2
O=C(O)CCCc1nc(-c2ccccc2)no1	-76[20 µM]	-16	-2	3	9	3	-2	-1	-3
CC1(C)OC(=O)CC1C(=O)NCc1ccccc1 (stereo not given)	-19[20 µM]	1	2	-26	-2	-19	-4	1	-5
CCN(CC)c1ccc(NC(=O)COC(=O)c2cccs2)cc1	-20[20 µM]	0	-7	1	3	-11	-16	14	17
Cc1ccc(CN2CN(S(=O)(=O)c3cccs3)c3nc4ccccc4nc32)cc1	0[20 µM]	-2	-2	8	2	-13	-10	0	-3
O=C(O)c1ccc(-n2nnnc2Oc2cccc3cccnc23)cc1	-10[20 µM]	-8	5	-28	2	-3	17	1	8
Cc1cc(C(=O)NCc2ccc3c(c2)OCO3)n(-c2ccccc2)n1	-23	-20	0	-12	0	-11	-3	1	1
O=C(NCc1cccs1)c1cccn2c(=O)c3sccc3nc12	-27	-5	6	-116	3	-6	-4	-2	-3
CS/C(N)=N/N=C/c1cc(C)ccc1O	-2	-8	-7	17	2	-14	-54	0	-5
COc1ccc(-c2[nH]n(-c3ccc([N+](=O)[O-])cc3)c(=O)c2C=NCc2ccncc2)cc1	-12	15	12	-14	8	-15	-29	-3	-13
O=C1CCCN1CN(C(=O)c1ccccc1)c1ccc(F)cc1	-24	-15	-5	-7	9	-7	-2	0	-1

(next part)
SMILES	Furin inh	NCF1 inh	RBBP9 inhibitor	Calpain2 inh	p97 inhibitor	EBV gp42 block	Tb hexokinase	Runt-CBFb FRET	Runt-SMMHC FRET
COc1ccc(C2CC(c3ccc(C)o3)=NN2C(C)=O)cc1 (stereo not given)	-23	0	8	-13	0	-17	-5	-1	3
NS(=O)(=O)c1ccc(NC(=O)CSc2nc3ccccc3n2-c2ccccc2)cc1	-27	-40	-13	10	9	-7	3	-1	0
CC(C)N1CCC(N2CCN(Cc3nc4ccccc4s3)CC2CCO)CC1 (stereo not given)	-23	-8	-3	-9	2	0	2	0	5
CN(C(=O)c1ccc(OC2CCN(CCc3ccccc3)CC2)cc1)C1CCCCC1	-6	1	-12	13	-8	0	-2	·	·
CC(=O)Nc1ccc(N2CCN(c3ccc(C(F)(F)F)cn3)CC2)nc1	-2	-4	3	8	-4	-14	-4	0	0
O=c1c2ccccc2nc(SCc2ccccc2F)n1C1CCCC1	-14	-7	1	0	1	-19	-30	-3	-1
CN(C(=O)c1ccncc1)c1nnc(-c2ccccn2)s1	-29	-12	-4	-66	-6	-16	-16	1	3
CCOc1cccc(C(=O)Nc2cccc(C(=O)NCC(C)C)c2)c1	-19	-3	-5	8	2	-12	25	3	2
O=C(Nc1ccccc1)N1CCCC(c2nc(-c3cccs3)no2)C1 (stereo not given)	-17	5	0	30	3	5	1	-1	-8
Clc1ccc2nc(C3CCN(Cc4nnnn4C4CCCCC4)CC3)[nH]c2c1	-19[20 µM]	4	-12	11	-5	0	1	-3	1
O=C(c1ccc(-c2ccccc2)cc1)N1CCN(C(=O)c2ccco2)CC1	-22	6	-5	-27	4	-7	7	-2	0
OCCCNc1c2c(nc3cc(-c4ccc(Cl)cc4)nn13)CCC2	-3	-11	1	-1	-2	-7	5	-8	-2
Cc1ccc(-n2nc(-c3cccnc3)cc2C(=O)N2CCOCC2)c(C)c1	-20[20 µM]	-7	-3	-41	3	-19	1	0	-1
O=C(N/C(=C/c1ccc2c(c1)OCO2)C(=O)N1CCOCC1)c1cccs1	-9[20 µM]	-1	-5	25	1	-6	-27	1	-3
O=C(NC1CCCC1)C1C2C=CC3(CN(Cc4cccs4)C(=O)C13)O2 (stereo not given)	-5	-9	-8	-23	4	-5	3	0	2
O=C(c1cccc(C(F)(F)F)c1)N1CCC(O)(CS(=O)(=O)Cc2ccccc2)CC1	-36[20 µM]	-10	0	12	2	-8	-2	1	1
CCc1nnc(NC(=O)c2nc3nccc(C)n3n2)s1	-24	3	-9	12	2	-11	-7	0	1
COc1ccc(OC)c(S(=O)(=O)N2CCC(C(=O)NCCc3ccc(OC)c(OC)c3)CC2)c1	-16[20 µM]	-4	-4	-27	3	0	-1	-2	-1
CCOC(=O)C1CCN(C(c2cc3c(C)ccc(C)c3[nH]c2=O)c2nnnn2C2CCCCC2)CC1 (stereo not given)	-19	-22	-13	-67	7	-13	-18	-20	-21
CNc1ccc([N+](=O)[O-])cc1-c1nc2ccccc2[nH]c1=O	-24	19	7	10	2	7	-21	-5	-1
Cc1cc(C(F)F)nn1CC(=O)Nc1cc([N+](=O)[O-])ccc1F	-20	3	-3	-10	-2	-11	-8	-1	2
N#C/C(=C\c1ccc(F)c(F)c1)C(=O)NC1CCCCC1	0	12	2	26	1	3	4	1	1
COCCNC(=O)NC(=O)CN1CCCc2ccccc21	-10	6	-4	65*	-1	5	10	-1	-3
CSc1ccccc1NC(=O)COC(=O)Cc1cccs1	-17	0	-5	-26	5	-11	4	1	-2
CCOC(=O)c1c(NC(=O)c2ccc(Br)o2)sc2c1CCCC2	8	-23	2	-130	3	-13	0	-1	0
